# AmpC inh no detg – inhibitors of E. coli AmpC beta-lactamase without detergent; actives 0.52% (n = 330,000); Potency, µM (titrated, usually from 57.1 µM), for inactives: top-dose activity change, negative = inhibition, actives largely listed as inhibitors; AmpC nitrocefin hydrolysis, absorbance 480 nm, 0.0001% Triton; AID 485341;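 also: potency is read from the fitted curve at half-maximal effect; plate controls were no compound for no effect and no enzyme for full effect; nearly all actives have a fitted effect of over 20% in size; some results filed as inactive show a strong effect at the top dose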
# Target sequence (P00811 whole entry, looked up): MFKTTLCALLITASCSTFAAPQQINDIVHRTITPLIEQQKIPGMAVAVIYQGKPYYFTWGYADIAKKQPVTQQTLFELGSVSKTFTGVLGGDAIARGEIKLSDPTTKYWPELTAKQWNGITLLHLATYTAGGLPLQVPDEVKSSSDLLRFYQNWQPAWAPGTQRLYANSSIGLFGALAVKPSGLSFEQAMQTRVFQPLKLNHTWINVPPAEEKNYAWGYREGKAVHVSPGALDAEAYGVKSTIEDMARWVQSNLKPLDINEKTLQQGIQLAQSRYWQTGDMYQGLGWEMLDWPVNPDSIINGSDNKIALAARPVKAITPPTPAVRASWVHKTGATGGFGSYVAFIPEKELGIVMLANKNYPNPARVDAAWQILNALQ
#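 AmpC (5.3 nM in the dispensed reagent) in 20 mM phosphate pH 7.0 with 0.01% (detergent screen) or 0.0001% Triton X-100 was preincubated with compounds for 15 min at room temperature. Nitrocefin was then added from an 800 uM solution, and hydrolysis was followed at 480 nm.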
# Giardia FBPA inh – inhibitors of Giardia lamblia fructose-1,6-bisphosphate aldolase; AID 2451; actives 0.71% (n = 290,000); Potency, µM (doses to about 59.6 µM), without a hit: at the highest dose activity, negative = inhibition, actives largely listed as inhibitors; purified Giardia FBPA; also: potency is read from the fitted curve at half-maximal effect; % is scaled to controls: 0 for no effect and ±100 for the full control effect; nearly all actives have a fitted effect of over 55% in size
# Target sequence (A8B2U2 whole entry, looked up): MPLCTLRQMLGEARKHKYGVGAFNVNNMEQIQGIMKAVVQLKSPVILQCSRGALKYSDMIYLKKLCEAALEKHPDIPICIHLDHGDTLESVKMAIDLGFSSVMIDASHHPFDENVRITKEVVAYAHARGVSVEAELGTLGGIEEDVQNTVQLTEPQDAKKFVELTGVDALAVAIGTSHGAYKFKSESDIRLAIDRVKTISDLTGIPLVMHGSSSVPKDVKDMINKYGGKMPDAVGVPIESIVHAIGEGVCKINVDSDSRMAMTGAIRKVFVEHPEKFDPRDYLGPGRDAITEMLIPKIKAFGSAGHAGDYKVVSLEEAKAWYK
#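 40 nM FBPA preincubated 10 min at RT with compound (up to 57.5 uM final), then substrate plus GAPDH/TPI/NAD/arsenate coupling and diaphorase/resazurin added. Fluorescence read after 20 min at RT, 525/598 nm.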
# Shiga inhibitor – blocks Shiga toxin action in Vero cells | inhibition, % at 38.7 µM | actives 9.2% (n = 290,000) | Vero cells, Shiga toxin protein synthesis inhibition reporter; in the data active = inhibition mostly above about 28%, no sharp cut-off; inactive = mostly below about 43%; also: 0% is about no effect
# AmpC detergent – blocks E. coli AmpC beta-lactamase in detergent assay; AmpC hydrolysis of nitrocefin, absorbance 480 nm, 0.01% Triton; Potency, µM (titrated, usually from 114 µM), for the others: at the highest dose activity change, negative = inhibition, actives largely listed as inhibitors; actives 0.041% (n = 370,000); AID 485294;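 also: potency is read from the fitted curve at half-maximal effect; 0% = no-compound wells and -100% = no-enzyme wells; nearly all actives have a fitted effect of over 25% in size; some results filed as inactive show a strong effect at the top dose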
#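 AmpC (5.3 nM in the dispensed reagent) in 20 mM phosphate pH 7.0 with 0.01% (detergent screen) or 0.0001% Triton X-100 was preincubated with compounds for 15 min at room temperature. Nitrocefin was then added from an 800 uM solution, and hydrolysis was followed at 480 nm.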
# Cycloheximide cs – counter-screen for Shiga toxin inhibitors: cycloheximide protein synthesis inhibition; actives 12% (n = 300,000); max response, %; cell reporter, cycloheximide protein synthesis inhibition counterscreen; in the data active = max response mostly above about 13%, no sharp cut-off; inactive = mostly below about 14%; also: read at 38.3 µM for the half of the compounds with a filed dose; 0% is about no effect
# AMA1 RON2 block – AMA1-RON2 (P. falciparum) interaction inhibition; AID 720542; AlphaScreen AMA1-biotinylated RON2 peptide binding; Potency, µM (titrated, usually from 58.2 µM), for the others: top-dose activity change, negative = inhibition, hits mostly inhibitors; actives 0.2% (n = 360,000);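 also: potency is read from the fitted curve at half-maximal effect; 0% = vehicle wells and -100% = peptide control; nearly all actives have a fitted effect of over 45% in size; some results filed as inactive show a strong effect at the top dose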
#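 AMA1 (3D7) with his tag at 25 nM final met compounds first, then biotinylated RON2 peptide at 25 nM; detection used donor plus acceptor beads, 10 µg/mL apiece, read by AlphaScreen after 30 min at room temperature.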
# HCMV inh – human cytomegalovirus inhibition; HFF cells, HCMV-luciferase reporter, 72 h; active compounds read low; activity change, negative = inhibition, % at 57.5 µM; actives 4.5% (n = 410,000); in the data active = activity change below about -60%; inconclusive = no clear call, values can overlap the other calls; inactive = above about -39%; also: % is scaled to controls: 0 for no effect and ±100 for the full control effect
#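 Inhibition of viral replication was scored as loss of reporter luminescence in HFFs infected with HCMV-luciferase (MOI 1 PFU/cell) for 72 h; compounds tested at 2 doses, normalized to buffer and Salinomycin controls.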
# An asterisk follows results filed as active; i = inactive; ? = inconclusive; · = not tested or not shown; + = active, no number; & = joins results of further samples; [ ] = another dose, or the depositor's remark. Unless noted, calls follow the shape of the dose curve; as a rule, active = well fitted curve in the direction sought with a large enough effect; inconclusive = small, poorly fitted or top-dose-only effect, or another doubt; inactive = no such curve, though single readings can be large; an effect the other way counts as inactive or inconclusive.
Molecule	AmpC inh no detg	Giardia FBPA inh	Shiga inhibitor	AmpC detergent	Cycloheximide cs	AMA1 RON2 block	HCMV inh
O=C(CSCc1ccc(Br)cc1)Nc1ccc(S(=O)(=O)N2CCOCC2)cc1	-12%	0%	-7	-14%	-1	-1%	-10
Cc1cc(C)cc(-n2c(C)cc(/C=N/NC(=O)c3cccc([N+](=O)[O-])c3C)c2C)c1	-6%	-21%	-14	-1%	4	-4%	-20
COc1cccc(/C=N/NC(=O)C(C)n2nc(C)c([N+](=O)[O-])c2C)c1O (stereo not given)	-45%	?	31	-17%	35*	64%[activator]	107
CC(C)CCn1c(SCC(=O)NC2CC2)nc2cc(Cl)ccc2c1=O	-9%	·	·	0%	·	14%	9
CCOCCCNCC(=O)NC1(C)C2CCC(C2)C1(C)C (stereo not given)	0%	-22%	-17	-1%	-4	-13%	19
O=S(=O)(Nc1ccc(Cl)cn1)c1ccc(F)cc1	-10%	-18%	2	?	-1	-2%	0
Cc1ccccc1Cn1c(C(=O)OC(C)C)cc2c1ccn2C	-3%	·	14	0%	3	?	17
O=C(O)CCn1c(C(=O)O)cc2sccc21	-11%	0%	-14	-2%	3	-20%	50
Cc1cc(C)n(-c2ccc(S(N)(=O)=O)cc2[N+](=O)[O-])n1	-22%	7%	34	1%	1	6%	27
Cc1ccc(NC(=O)C2C3CC4OC(=O)C2C4C3)cc1Cl (stereo not given)	-16%	1%	-4	-13%	6	3%	51
ON/C=N/C(=S)Nc1ncc(C(F)(F)F)cc1Cl	-18%	-7%	36	?	13	46%[activator]	-32
COc1ccc2[nH]cc(CCN3C(=O)c4ccc(C(=O)O)cc4C3=O)c2c1	-22%	0%	61*	-10%	22*	-4%	174
CC1(C)CC(=O)C=C(NCC2CCCO2)C1 (stereo not given)	-14%	2%	11	-5%	7	1%	-11
O=S(=O)(Nc1ccc2cn[nH]c2c1)c1ccc(Cl)cc1	-55%	?	-5	-9%	-3	1%	·
COc1cccc(/C=N/n2cnc3ccccc32)c1OC	84%[activator]	3%	71	-11%	31*	-3%	179
C/C(CC(=O)Nc1ccc2c(c1)OCCO2)=N\NC(=O)COc1cccc(C)c1	1%	-4%	-7	-8%	-4	56%[activator]	15
Cc1ccc(Cn2nnc3c(=O)[nH]c(C4CCN(S(=O)(=O)c5ccccc5)CC4)nc32)cc1	39%	-2%	-22	-2%	-4	-1%	7
CCn1c(-c2ccccc2)c[nH]c1=S	-10%	-7%	-20	-15%	-3	-2%	5
O=Cc1ccc(Oc2nc(Cl)ncc2F)cc1	-10%	6%	-9	?	-1	7%	-31
Cc1ccc2c(c1)[nH]c1c(=O)n(Cc3ccco3)cnc12	-8%	8%	35	-2%	21*	5%	-21
O=C1C2C3C=CC(C3)C2C(=O)N1CNc1ccccn1 (stereo not given)	-18%	4%	-15	-12%	-5	-14%	-11
O=C(Nc1ccc(F)cc1)c1cc(S(=O)(=O)Nc2ccc(F)cc2)cs1	-41%	-2%	-9	-9%	0	-23%	-21
CC(CCc1ccccc1)NC(=O)c1ccc(Cl)nc1 (stereo not given)	-5%	1%	-24	-12%	1	-4%	?
O=c1cc(-c2cccc(-c3ccc(C(F)(F)F)cc3)c2)c2cc3c(cc2o1)OCO3	·	-4%	i	·	8	·	·
COc1ccc2c(c1)O[C@H](c1ccc3c(c1)OCO3)[C@@H](OC(=O)N[C@H](C)C1CCCCC1)C2=O	-29%	0%&-1%	7	?	5	·	·
CC1CCC2C(=O)N(c3ccc(NC4CCCCC4)c([N+](=O)[O-])c3)C(=O)C2C1 (stereo not given)	-53%	1%	-5	-10%	-2	-6%[11.6 µM]	-9
CC(Oc1ccc(Cl)cc1)C(=O)Nc1ccc(S(=O)(=O)Nc2nccs2)cc1 (stereo not given)	-22%	8%	-8	5%	-4	2%	-11
Nn1c(N2CCCCC2)nc2ccccc21	-15%	0%	-8	-9%	12	-2%	0
CCCc1nnc(SCC(=O)N2C(C)CCCC2C)n1CC1CCCO1 (stereo not given)	·	-5%	-13	-11%	9	-14%	-30
Cc1cccc(Cl)c1OCCCn1ccnc1	-5%	?	-4	1%	-2	-1%	-1

# 2 entries from above in a different format:
Compound: O=Cc1ccc(Oc2nc(Cl)ncc2F)cc1
  AmpC inh no detg = -10%; Giardia FBPA inh = 6%; Shiga inhibitor = -9; AmpC detergent = ?; Cycloheximide cs = -1; AMA1 RON2 block = 7%; HCMV inh = -31

Compound: CC(C)CCn1c(SCC(=O)NC2CC2)nc2cc(Cl)ccc2c1=O
  AmpC inh no detg = -9%; Giardia FBPA inh = ·; Shiga inhibitor = ·; AmpC detergent = 0%; Cycloheximide cs = ·; AMA1 RON2 block = 14%; HCMV inh = 9

# The listing continues:
Molecule	AmpC inh no detg	Giardia FBPA inh	Shiga inhibitor	AmpC detergent	Cycloheximide cs	AMA1 RON2 block	HCMV inh
CN1CCC(NC(=O)c2ccncc2)CC1	-20%	1%	3	-11%	0	-6%	20
Cc1nn(CCC(=O)NCCc2ccccc2Cl)c(=O)c2nn(-c3ccccc3)c(C)c12	47%	·	-4	4%	1	-5%	-62*
COc1ccc(CCN(Cc2ccc(C(C)C)cc2)S(=O)(=O)c2ccc(S(=O)(=O)N(C)C)cc2)cc1OC	-19%	8%	2	-9%	-1	11%	11
C=CCN1C(=O)c2ccc(C(=O)N(C)CC(=O)Nc3ccccc3C(F)(F)F)cc2C1=O	28%	·	-28	1%	12	15%	7
O=C(CN(C(=O)CNS(=O)(=O)c1ccccc1)c1ccc2c(c1)OCCO2)NC1CCCCC1	-17%	-6%	17	1%	24*	-7%	18
Cc1nn(-c2ccccc2)c(Oc2ccccc2)c1C=O	-7%	-2%	-1	-10%	1	4%	12
O=C(Nc1ccccc1)C(=O)Nc1cccnc1	-11%	7%	53*	-6%	32*	-6%	62
O=C(O)CC12CSc3[nH]c(=O)sc3C1c1ccccc1OC2=O (stereo not given)	-8%	?	3	-1%	4	·	·
O=C(Nc1cccnc1)c1ccc(-c2cc(Cl)ccc2Cl)o1	-8%	0%	49	-3%	22*	-1%	1
Cc1ccc2[nH]c3c(c2c1)CN(C(=O)CN1CCN(c2ccccc2)CC1)CC3	14%	-19%	-4	?	-12	·	·
C(=C\c1ccccc1)/CN1CCN(Cc2nc(Cc3ccccc3)no2)CC1	140%[activator]	-1%	4	3%	-3	-11%	-20
COC(=O)c1c(C)cc(C)c2c1CC(C)(C)C2=O	-11%	0%	10	-6%	-2	6%	16
Cn1c(CSCc2ccc(Cl)c(Cl)c2)n[nH]c1=S	-14%	-18%	20	?	-4	86%[activator]	-67*
COC(=O)Nc1ccc(S(=O)(=O)N2CCCc3cccc(O)c32)cc1	-38%	-9%	-4	-7%	0	2%	-24
CCOC(=O)Cn1c(=NC(=O)CSC(C)=O)sc2ccccc21	-3%	-18%	-12	?	-1	0%	15
COc1nc(C)nc(C)c1Oc1ccc(Cl)cc1Cl	71%[activator]	-1%	-12	-10%	8	-1%	-4
Cc1csc(NC(=O)CSc2ccc3nnc(-c4ccncc4)n3n2)n1	-14%	-6%	36	4%	4	-1%	-28
CCOC(=O)CC(NS(=O)(=O)Cc1ccccc1)c1ccc(C)cc1 (stereo not given)	-10%	2%	-9	-6%	-2	-7%	?
Nc1ccc(C(=O)OCc2nc3c(ccc4ccccc43)[nH]2)cc1	-36%	-18%	80*	-11%	25*	-1%	-35
COc1cc(CN2CCCC(C(=O)Nc3ccccc3Oc3cccnc3)C2)ccc1F (stereo not given)	131%[activator]	11%	-13	-3%	-3	-2%	4
O=C(Nc1nnc(-c2ccccc2F)s1)c1ccccc1F	-17%	-2%	58*	2%	18*	-9%	85
COCCNC(=O)c1c(CS(=O)(=O)c2ccccc2)noc1C(=O)NCc1ccccc1	2%	·	·	-1%	·	-7%	-11
COc1ccc2c(c1)C=C(CN1CCC(CO)(CCc3ccccc3)CC1)CO2	134%[activator]	0%	-4	2%	-1	?	-3
CCC(C)NC(=O)CSc1ccc(Cl)cc1 (stereo not given)	-36%	0%	+	-3%	18*	?	-12
O=C(NCCCc1ccccc1)[C@@H]1Cc2ccccc2CN1	-24%	-11%	-6	-2%	-1	0%	27
Cc1ccc(Cl)cc1N(CC(=O)Nc1cccc(N(C)S(C)(=O)=O)c1)S(C)(=O)=O	11%	-1%	-8	-6%	-2	-1%	-17
Cc1c(Br)c(O)c(Br)c2sc(=O)oc12	20µM*	?	-5	-4%	-3	?	0
CC(=O)Nc1ccc(S(=O)(=O)Nc2ccc(Nc3ccccc3)cc2)cc1	-29%	6%	2	6%	-5	-24%	?
O=C(C1CCCN(S(=O)(=O)c2cccc3nsnc23)C1)N1CCC2(CC1)OCCO2 (stereo not given)	3%	4%	-3	-7%	-4	-20%	-29
COc1cccc(C(=O)NCc2ccc3c(c2)OCO3)c1OC	-11%	-9%	24	2%	8	0%	83
CCc1nnc(SCC(=O)N2CCCC(N3CCN(c4ccccc4C)CC3)C2)o1 (stereo not given)	140%[activator]	·	-3	-6%	-2	0%	60
COc1ccc2c(c1)NC(c1cc(Cl)cc(Cl)c1O)c1cccn1-2 (stereo not given)	-20%	-4%	-2	7%	-3	?	-6
COc1cc(CN2CCN(Cc3ccc(C(F)(F)F)cc3)CC2)cc(OC)c1OC	76%[activator]	?	·	?	-1	?	?
CSc1ccccc1C(=O)N1CCN(c2ncccn2)CC1	-12%[11.4 µM]	3%	1	?	0	68%[activator]	3
Oc1ccc(Cl)cc1CNc1cnc2ccccc2c1	-53%	-6%	32	?	14*	15%	22
Cc1c(C(=O)C(=O)NCc2ccco2)c2ccccc2n1C	-16%	-5%	-8	0%	-3	-5%	-27
O=C(COc1nc2ccccc2nc1N1CCOCC1)Nc1cccc(S(=O)(=O)N2CCCCC2)c1	18%	-1%	-15	-16%	-2	-13%	0
COc1ccc(NC(=O)c2cn(C)c(=O)c3cc(OC)c(OC)cc23)c(OC)c1	175%[activator]	-9%	18	6%	1	-2%	-21
Cc1ccc(OCC(=O)N/N=C/c2cccnc2)cc1	-24%	·	-3	?	5	-5%	9
Cc1ccc(C)c(C(=O)COC(=O)CNS(=O)(=O)c2ccccc2)c1	-34%	7%	-11	-7%	-4	-8%	-15
COc1ccc(-c2nn(-c3ccccc3)cc2/C=C\C(=O)Nc2ccc(C(=O)O)cc2)cc1	-34%	-9%	-20	10%	-2	-1%	?
CC(C)(CN1CCCCC1)NS(=O)(=O)c1ccc(Cl)cc1	·	-8%	15	0%	-3	-16%	32
FC(F)(F)c1ccc(/C=N/NC(=S)NC2CCCCC2)cc1	-34%[11.4 µM]	-1%	-6	-12%	2	65%[activator]	0
Cc1noc(C)c1CC(=O)N1CCCC(C(=O)c2ccc(C(C)(C)C)cc2)C1 (stereo not given)	151%[activator]	-8%	-5	-1%	0	0%	?

# Assay outcomes as filed in PubChem BioAssay.

# Not a hit list (roughly 16% active in at least one column).
